# From PubChem BioAssay
# m5-HT2A agonist: mouse Htr2a agonists via beta-arrestin recruitment, primary screen, cell-based, luminescence | 5-hydroxytryptamine receptor 2A (Mus musculus), P35363 | CHO-K1 mHTR2A beta-arrestin complementation; percent of 30 µM serotonin response | activation, % at 7.6 µM | hit rate 0.66% among 360,000;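 active means activation above a run cutoff, the mean activation of all tested compounds plus 3 SD, cut at about 14% in these data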;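 further: 0% = plate median of compound wells and 100% = 30 µM serotonin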
# Cardio protect: cardioprotection against H2O2-induced cell death, primary screen, uHTS, H9c2 cells, ATPLite luminescence; hit rate 0.63% among 360,000; AID 588492, 2011; H9c2 cardiomyocytes, H2O2 injury protection, 2 h; protection from H2O2 cell death, % at 20 µM;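 active means compounds giving at least 50% protection of heart cells from peroxide-induced death in the single-dose screen, raw or plate-pattern-corrected value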;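 further: 0% = DMSO wells with peroxide and 100% = DMSO wells without peroxide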
# aDG glyco up: activators of alpha-DG glycosylation, primary screen, uHTS, Pro5-aDG cells, AlphaScreen. alpha-DG glycosylation AlphaScreen (IIH6); 0% Pro5, 100% B10-LARGE cell signal. activation, % at 10 µM. hit rate 0.22% among 360,000. AID 624168, 2012;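 active means activation of at least 8% versus controls, or a plate z-score of at least 8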;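 further: Pro5 are CHO cells carrying HIG-tagged alpha-DG that lacks glycosylation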
# Vif imaging: HIV Vif self-association inhibitors, primary screen, imaging, HEK293T, single point; hit rate 0.35% among 340,000; HEK293T cells, Vif self-association by quenched fluorescence, 24 h; inhibition, % at 7.49 µM; in the data active means inhibition above about 50%, passing the limit was not always enough; inconclusive means no clear call, values can overlap the other calls; inactive means below about 31%; further: some results filed as inactive read as strong as hits
# PDI turbidity: inhibitors of human PDI, primary screen, biochemical, turbidity, single point, plate reader; Protein disulfide-isomerase (Homo sapiens), P07237; PDI insulin aggregation turbidity, A650, 90 min; inhibition, % at 10 µM; hit rate 0.052% among 350,000; AID 588391, 2011;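 active means mean inhibition across replicates of 30% or more, whatever share of single replicates reach that level; inconclusive means mean inhibition below 30% while every single replicate reaches 30%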;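 further: absorbance from insulin aggregation driven by PDI reduction with DTT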
# hiPSC survival: enhancers of single-cell hiPSC survival, primary screen, ATPlite luminescence; 100% = ROCK inhibitor wells, 0% = DMSO; survival enhancement, % at 20 µM; hit rate 0.044% among 360,000; AID 602274, 2012; in the data active means survival enhancement above about 18%;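 further: cells exposed to compounds for 16 hours before the ATP read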
# CaV13 ICDI inh: Disruptors of the CACNA1D IQ motif to Ca2+-dependent inactivation inhibitor domain association, primary screening, Förster resonance energy transfer in intact living … | HEK cells, CFP/YFP FRET ICDI-IQ, plate reader, 10 min; percent FRET-ratio fall versus neutral wells | inhibition, % at 12.3 µM | hit rate 0.098% among 340,000 | AID 743397;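 active means mean replicate inhibition of at least 30% and at least 1% of replicates passing that level; inconclusive means only one of the two criteria is met; inactive means neither criterion is met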;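 further: 0% = median of the neutral control wells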
# ABCB6 inh MLPCN: ABCB6 transporter inhibitors, primary screen, K562-ABCB6 cells, flow cytometry, MLPCN library | ATP-binding cassette sub-family B member 6 (Homo sapiens), Q9NP58 | K562-ABCB6 porphyrin accumulation, 1 h; active compounds read low | fluorescence ratio to DMSO, % at 10 µM | hit rate 0.19% among 360,000;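 active means fluorescence ratio to DMSO below 75%, the collection mean minus 3 SD; inconclusive means too few cells collected in the well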;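 further: signal is porphyrin accumulated inside mitochondria; 100% equals median channel fluorescence of DMSO control wells; lower ratio means ABCB6 inhibition with less porphyrin fluorescence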
# Target sequence (Q9NP58 whole entry, looked up): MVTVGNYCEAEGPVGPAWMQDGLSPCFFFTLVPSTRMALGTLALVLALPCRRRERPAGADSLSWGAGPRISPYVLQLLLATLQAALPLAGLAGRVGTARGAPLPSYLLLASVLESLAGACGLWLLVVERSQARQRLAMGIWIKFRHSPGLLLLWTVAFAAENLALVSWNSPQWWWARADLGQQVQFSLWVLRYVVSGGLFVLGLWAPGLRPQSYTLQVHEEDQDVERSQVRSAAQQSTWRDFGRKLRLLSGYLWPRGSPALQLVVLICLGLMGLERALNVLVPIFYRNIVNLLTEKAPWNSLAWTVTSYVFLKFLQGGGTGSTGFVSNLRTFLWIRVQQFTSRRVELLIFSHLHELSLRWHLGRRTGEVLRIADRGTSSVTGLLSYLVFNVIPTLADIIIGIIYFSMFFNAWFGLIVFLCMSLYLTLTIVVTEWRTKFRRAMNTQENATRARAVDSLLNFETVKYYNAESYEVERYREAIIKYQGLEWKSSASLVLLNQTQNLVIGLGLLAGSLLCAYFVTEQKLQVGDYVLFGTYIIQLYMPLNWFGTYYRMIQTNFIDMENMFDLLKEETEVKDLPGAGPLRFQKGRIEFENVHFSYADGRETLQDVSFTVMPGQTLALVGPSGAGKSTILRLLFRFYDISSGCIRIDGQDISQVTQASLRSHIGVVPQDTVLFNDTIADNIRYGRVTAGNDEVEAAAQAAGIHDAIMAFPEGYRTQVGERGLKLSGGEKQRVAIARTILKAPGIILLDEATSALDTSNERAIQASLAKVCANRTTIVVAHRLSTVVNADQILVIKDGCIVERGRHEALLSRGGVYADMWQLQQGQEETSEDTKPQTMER
# Granule exo inh: LAMP-1 surface exposure blockers, TALL-104 cells – cell-based, flow cytometry, MLPCN library, primary screen; TALL-104 LAMP-1 surface exposure; cells stimulated with thapsigargin and PMA; inhibition, % at 10 µM; hit rate 0.66% among 360,000;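 active means inhibition above about 55%, limit read from the data; inconclusive means no clear call, values can overlap the other calls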
# N-glyco inh: increase of ERlucT glycosylation luciferase signal, primary screen, N-linked glycosylation inhibitor project, D54 ERlucT cells, luminescence, set 2 | hit rate 0.23% among 360,000 | reporter increase, % at 12.5 µM | D54 ERlucT glycosylation luciferase reporter, 24 h; percent of 100 nM tunicamycin response;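 active means mean luciferase reporter signal, scaled so untreated is 0 and the glycosylation-blocking control 100, at or above a set limit in every replicate; inconclusive means mean reaches the limit but not every replicate does; inactive means mean below the limit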;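 further: luciferase carries N-glycosylation sites so blocking glycosylation raises the light; 0% = median of neutral control wells and 100% = median of 100 nM tunicamycin wells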
# Numbers without * were called inactive; ? = inconclusive; / = no result given; & = joins results of further samples. Compounds as they come; about 3.1% have a hit in one of these screens.
# Value order: m5-HT2A agonist	Cardio protect	aDG glyco up	Vif imaging	PDI turbidity	hiPSC survival	CaV13 ICDI inh	ABCB6 inh MLPCN	Granule exo inh	N-glyco inh
> CCN(CC)C(=O)c1cn(CCC#N)nc1-c1ccc(F)cc1
    3	2	-0.1	7	0	1.0	-4	93	0	-1
> Cc1nc2ccccc2c2oc(C(=O)NC3CC3)cc12
    1	16	0.2	/	/	-1.3	-3	104	-2	1
> O=C(Nc1nccs1)c1ccc(Cl)c(S(=O)(=O)N2CCCCC2)c1
    -5	-1	0.2	-14	5	10	-2	87	1	-3
> O=C1C(Cc2ccccc2)Nc2ncnc(N3CCOCC3)c2N1Cc1ccccc1 (stereo not given)
    -3&-2	5&7	0.0&0.1	18	1	-0.6&0.0	-11&-5	94&102	1&1	1&-2
> O=[N+]([O-])c1cc(Cl)ccc1NCCNS(=O)(=O)c1ccccc1
    -8	-4	0.1	-7	3	-3.1	-6	92	-1	0
> Cc1sc2c3ccsc3ccc2[n+]1C
    -1	7	1.7	-3	11	0.9	-4	102	56*	1
> COC(=O)c1cnc(NC(=O)C2(C)CCCN(C(C)=O)C2)s1 (stereo not given)
    -5	-1	0.1	-4	-3	0.1	-8	97	0	3
> COc1ccc(-c2ccc(-c3nnc(-c4cc(OC)ccc4OC)o3)cc2)cc1
    -3	-2	0.3	14	-5	3.1	-4	93	0	-1
> Cc1ccc(C(=O)N2CCN(c3ccc(NC(=O)c4cc(C)cc(C)c4)cc3)CC2)cc1
    8	4	0.3	-6	4	-0.3	-6	93	4	-4
> Cc1cc(=O)n(Cc2ccco2)c(=S)[nH]1
    -5	2	-0.1	1	8	4.2	-7	98	2	-1
> COc1ccccc1CN(C)C(=O)c1cnc(C)cn1
    -3	0	0.0	1	2	-0.3	-13	89	-4	0
> CCC(C)N1CCC(Oc2ccc(C(=O)NCc3ccccn3)cc2)CC1 (stereo not given)
    -3	5	0.3	-4	-16	-0.4	-5	91	-6	-1
> Cn1c(=O)c2ncn(CC(=O)Nc3nc(-c4ccc(Cl)cc4)cs3)c2n(C)c1=O
    5	-1	0.8	-17	1	1.7	0	93	-4	2
> CSc1ncccc1C(=O)OCc1nc2ccsc2c(=O)[nH]1
    -7	6	-0.3	/	1	0.7	-4	98	-3	-1
> CCCC(=O)N1CCC1(C)C(=O)NS(=O)(=O)c1ccc(C#N)cc1 (stereo not given)
    8	2	-0.3	1	-3	1.0	-5	89	5	3
> COc1ccc(CN2C[C@@H](CO)O[C@@H](n3cnc4c(NCCO)ncnc43)C2)cc1
    -2	0	0.0	7	6	-1.4	-10	97	-23	-1
> Cc1ccccc1-n1ccnc1SCC(=O)NCC1CCCO1 (stereo not given)
    -6	-3	0.2	1	0	0.3	-3	103	-1	0
> COc1ccc2c(c1OC)CCC2=O
    0	-4	0.2	-6	4	-2.5	-3	105	-1	2
> CN(C)Cc1c(C(C)(C)O)[nH]c2ccc(C(F)(F)F)cc12
    23*	-2	-0.2	0	11	1.7	-9	97	-1	-1
> N=C1C(c2nc3ccccc3s2)=C(O)CN1Cc1ccccc1
    3	3	0.1	24	-4	3.0	-3	86	-1	4
> CN1C(=O)[C@H](Cc2ccc([N+](=O)[O-])cc2)NC1=S
    7	0	0.1	3	5	-0.7	-3	96	5	0
> CC(C)OC(=O)c1ccc(NC(=O)C2C3CC4OC(=O)C2C4C3)cc1 (stereo not given)
    6	-3	0.3	-2	4	-0.1	/	99	-3	1
> Cc1ccc(-n2c(C)cc(C(=O)COc3cccnc3[N+](=O)[O-])c2C)cc1
    1	-25	0.7	-10	0	0.9	-3	98	2	-15
> O=C(NCc1ccccc1)c1ccc2nnsc2c1
    /	-7	0.0	-15	3	0.5	-13	101	-6	-2
> Cc1ccc(C2(c3ccc(C)cc3)CC2C(=O)NC(C)C)cc1 (stereo not given)
    4	-3	0.3	10	-2	-0.6	-20	106	-1	-4
> CCCn1ncc(CN2CCC(CO)(Cc3ccc(OC)cc3)CC2)c1C
    2	-4	0.3	2	6	-1.2	-4	100	0	0
> CC(c1ccccc1)N(CCC(c1ccccc1)C1CCOC(C)(C)C1)C(=O)c1ccco1 (stereo not given)
    -4	-1	-0.3	-2	-3	-1.0	-2	97	-1	-3
> COc1ccc(N2CCN(C(=O)c3ccc(N4CCCCS4(=O)=O)cc3)CC2)cc1
    3	-4	-0.1	6	-15	1.5	-7	107	-1	-1
> O=C(CN1CCCCCC1=O)OCc1ncc(-c2ccccc2)o1
    -2	12	0.0	/	8	-2.2	-4	89	-3	1
> Cc1ccc(CNc2nc(NCC3CC3)nc3ccsc23)c(C)c1
    -11	-28	1.4	-6	8	3.0	-5	97	25	-9
> Oc1cccc2oc(=S)[nH]c12
    3	-2	-0.1	-4	-3	-1.7	-9	95	-2	2
> COC(=O)c1ccc(N2C(=O)Nc3ccccc3N2O)cc1
    -2	13	-0.1	-2	-8	-0.6	1	97	-1	2
> CCOc1ccc(OCC)c(S(=O)(=O)NNC(=O)c2c(C)nc3ccccn23)c1
    0	10	0.0	-9	-6	2.5	-5	101	-7	0
> Cc1c(C)c2ccc(OCC(=O)NCCc3c[nH]c4ccccc34)cc2oc1=O
    -1	1	-0.2	10	/	-0.5	/	?	-2	-1
> O=C(N/N=C/c1ccc(O)cc1)c1csc2c1CCCC2
    -7	0	-0.5	-3	2	1.5	-5	99	-1	-2
> N#CC1=C(N)C2=CCCC[C@H]2[C@H](c2ccc(Br)cc2)C1(C#N)C#N
    -1	-14	0.1	-6	1	3.7	/	104	-5	0
> Cc1cc(O)c(C=Nc2cccc(Cl)c2)c(=O)o1
    0	-1	0.0	/	-3	-3.4	-7	105	2	0
> COC(=O)CCSCC(=O)Nc1ccc(S(=O)(=O)N2CCOCC2)cc1OC
    -3	4	0.0	-5	-5	1.1	-2	90	-1	0
> COc1cccc(NC(=O)c2ccc(NC(=O)C3CC(=O)OC34CCCCC4)cc2)c1 (stereo not given)
    0	0	1.1	-2	1	1.3	8	85	-1	-1
> COc1ccc(NS(=O)(=O)c2ccc(NC(=O)C3CC3)cc2)cc1
    10	-12	1.1	9	8	-0.4	-7	96	5	-3
> CC(=O)Nc1ccc(NC(=O)C(C)Sc2nc3ccccc3c(=O)n2Cc2ccco2)cc1 (stereo not given)
    3	6	0.0	/	3	-0.5	-1	99	-5	5
> CN1CCN(c2ccccc2NC(=O)c2ccc(-c3ccc(Cl)c(Cl)c3)o2)CC1
    -7	41	-0.2	1	8	-0.3	-8	98	17	1
> COc1ccc(N2CCN(C(=O)COc3ccc4c(C)c(C)c(=O)oc4c3C)CC2)cc1
    1	3	-0.1	-6	8	-0.3	/	102	-2	0
> O=C(O)c1cc(-c2ccc(/C=N/N3C(=O)C4C5C=CC(C6CC56)C4C3=O)o2)ccc1Cl (stereo not given)
    -1	-2	-0.4	11	-3	0.6	-7	94	-10	1
> COc1ccccc1N1CCN(CC(=O)NCCc2ccc(S(N)(=O)=O)cc2)CC1
    -2	6	-0.3	13	2	0.9	-6	91	4	2
> O=C(Oc1coc(CSc2ncccn2)cc1=O)c1ccc(Br)o1
    2	11	-0.1	-4	5	-0.4	-5	93	3	-3
> O=C(COC(=O)c1cccc(S(=O)(=O)N2CCOCC2)c1)NCc1ccccc1
    -1	13	-0.1	6	2	2.1	-5	92	7	-1
> C[C@H](CO)N1C[C@H](C)[C@@H](CN(C)Cc2ccc3c(c2)OCO3)Oc2c(NC(=O)C3CCCCC3)cccc2C1=O
    1	0	-0.2	-1	12	-2.0	-6	96	13	-2
> Cc1ccc(NC(=O)Nc2ccccc2C(=O)NCc2ccccc2)cc1
    -6	-4	1.4	-2	-1	-4.9	0	93	-3	-2
> CCCc1nc2ccc([N+](=O)[O-])cc2[nH]1
    -3	0	0.1	-2	4	0.1	-7	103	-3	0
> CC1CCN(C(=O)COC(=O)CCc2c[nH]c3ccccc23)CC1
    -1	-6	-0.1	3	-1	2.1	-5	97	-2	0
> COCCN(C(=O)c1ccccc1)c1nc(-c2ccc(OC)cc2)cs1
    4	-2	0.2	-27	-9	-0.5	-4	101	-2	-3
> COc1cccc(C(C)(O)c2nc(-c3cnc4ccccc4c3)cs2)c1 (stereo not given)
    3	-29	-0.2	-4	-5	0.4	-5	94	1	2
> CCOC(=O)C1(CCc2ccccc2)CCN(C(=O)c2cccc(C)n2)CC1
    -3	4	-0.5	/	-15	0.5	-2	103	0	-3
> CCCn1c(=O)c(-c2nc3ccccc3[nH]2)c(O)c2ccccc21
    0	24	-0.5	-3	-2	-1.3	-3	104	5	4
> C[C@H](CO)N1C[C@H](C)[C@@H](CN(C)S(=O)(=O)c2cccs2)OCc2cnnn2CCCC1=O
    0	1	-0.2	-1	2	1.8	-4	103	-1	0
> COc1ccc(NC(=O)COC(=O)/C=C/c2ccccc2[N+](=O)[O-])cc1
    -1	0	0.0	-4	-7	-0.7	-9	102	0	1
> COCCCN(Cc1ccco1)C(=O)c1cc2c(s1)-c1ccc(Cl)cc1S(=O)(=O)C2
    2	-2	-0.5	-1	-8	-0.4	-7	99	2	-4
> O=C(c1ccco1)N1CCN(C(=O)c2ccc(CS(=O)c3ccc(Cl)cc3)o2)CC1 (stereo not given)
    15*	3	-0.4	27	-2	-0.3	-7	100	-3	1
> Cc1ccc(CSc2nc3ccsc3c(=O)n2Cc2ccccn2)cc1
    -5	-5	0.2	-3	-3	-0.3	-3	94	1	-5

# Next section:
# Value order: m5-HT2A agonist	Cardio protect	aDG glyco up	Vif imaging	PDI turbidity	hiPSC survival	CaV13 ICDI inh	ABCB6 inh MLPCN	Granule exo inh	N-glyco inh
> CCc1ccc(NC(=O)C(=O)NNC(=O)c2cccs2)cc1
    8	5	0.0	-4	5	-0.2	-3	95	-6	-1
> COc1ccc(Cl)cc1NC(=O)C1CCCO1 (stereo not given)
    -2	1	-0.4	/	6	-0.7	-1	85	-1	2
> CCOC(=O)C1(C)CCCCN1C(=O)c1cccnc1 (stereo not given)
    5	-2	-0.2	1	19	4.2	-10	97	-4	1
> CC(CN1CCCCC1)C(=O)NNC(=O)C12CC3CC(CC(C3)C1)C2 (stereo not given)
    16*	2	0.0	6	4	-0.6	-7	99	-4	3
> COC(=O)N/N=C/c1ccc(-c2ccc(Cl)cc2Cl)o1
    5	7	0.1	37	-1	0.1	-6	99	5	1
> CCCC(=O)Nc1cc(-c2nn(C)c(=O)c3ccccc23)ccc1N1CCOCC1
    -1	6	-0.1	16	-1	-2.0	-4	91	3	11
> COc1ccc(CNc2cc(C)nc3ncnn23)c(OC)c1
    2	-16	2.5	-12	-2	0.1	-9	101	2	6
> O=c1c2[nH]c3ccc(F)cc3c2nc2n1CCS2
    1	-2	-0.1	4	-1	-0.2	-4	107	-1	6
